hcGAS lum – blocks human cGAS activity | recombinant h-cGAS, ATP depletion, Kinase-Glo luminescence | inhibition, % at 12.5 µM | 290,000 compounds, 0.081% hits;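 also: 0% = vehicle reaction and 100% = reaction without DNA for no activity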
Target sequence (Q8N884 whole entry, looked up): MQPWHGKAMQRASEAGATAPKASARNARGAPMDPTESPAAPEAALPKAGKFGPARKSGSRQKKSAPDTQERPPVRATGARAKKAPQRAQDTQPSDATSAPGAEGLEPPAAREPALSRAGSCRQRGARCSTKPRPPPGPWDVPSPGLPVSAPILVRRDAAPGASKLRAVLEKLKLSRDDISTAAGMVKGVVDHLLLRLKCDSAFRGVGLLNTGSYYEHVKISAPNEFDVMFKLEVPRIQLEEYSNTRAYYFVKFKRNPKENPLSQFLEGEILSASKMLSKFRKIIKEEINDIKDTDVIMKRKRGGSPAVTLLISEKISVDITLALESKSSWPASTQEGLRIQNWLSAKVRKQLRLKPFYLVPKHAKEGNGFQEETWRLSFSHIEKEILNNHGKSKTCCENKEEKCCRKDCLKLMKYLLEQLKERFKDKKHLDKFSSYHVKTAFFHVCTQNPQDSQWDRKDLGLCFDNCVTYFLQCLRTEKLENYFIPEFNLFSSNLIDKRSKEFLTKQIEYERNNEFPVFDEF
mcGAS lum – blocks mouse cGAS activity | inhibition, % at 12.5 µM | Q8C6L5 | recombinant cGAS, Kinase-Glo ATP depletion luminescence | 160,000 compounds, 0.15% hits;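 also: 0% = negative control wells and 100% = reference inhibitor with no enzyme activity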
NPYLR7 ag – mosquito NPYLR7 agonism. HEK293T NPYLR7/Galpha15, GCaMP6s calcium fluorescence. activation, % at 10 µM. 270,000 compounds, 0.15% hits. AID 1259423; in the data active = activation above about 40%;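 also: 0% = vehicle and 100% = reference agonist at the receptor; some compounds past the cut are filed as inactive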
Active calls of the source: *; x = not tested or not shown; & = joins results of further samples. Rule as the data show it, unless noted: active = inhibition above about 40%; inactive = the rest.

SMILES	hcGAS lum	mcGAS lum	NPYLR7 ag
O=C(Nc1ccc(C(F)(F)F)cc1)c1nc(N2CCCC2)ncc1Cl	0	0	0
O=C(Cn1nc2c(c1NC(=O)c1cccc3ccccc13)CSC2)NCC1CCCO1 (configuration not stated)	0	-2	1
Cc1nnc(SCC(=O)Nc2sc3c(c2C(N)=O)CCC3)s1	-12	x	5
C#C[C@]1(O)CCC2C3CCC4=C(CCC(=O)C4)C3CC[C@@]21C (some centres not stated)	-2	x	-8
CCOC(=O)C(=O)N1CCCN(Cc2cc(=O)c(OCc3ccc(C(F)(F)F)cc3)co2)CC1	-6	-7	23
CC(NC(C)c1ccc(Cl)cc1Cl)C(=O)Nc1ccnn1C(C)C (configuration not stated)	-6	x	8
Cc1cccc(C=C2SC(=S)N(C)C2=O)c1	-9	-5	14
CC(C)CCc1nc(N2CCN(C(=O)NCc3ccccc3)CC2)c2cnn(-c3cccc(Cl)c3)c2n1	-5	-1	28
Cn1cc(/C=C/C(=O)N2CCCC(CO)(Cc3ccccc3)C2)cn1 (configuration not stated)	-7	x	8
O=C(NC1CCc2[nH]c3ccc(Br)cc3c2C1)C1CCCO1 (configuration not stated)	3	-2	11
COc1cccc(CN2CCCC3(CCN(C(=O)c4n[nH]c5c4CCC5)C3)C2)c1 (configuration not stated)	3	x	5
O=C(Cc1ccccc1[N+](=O)[O-])N1CCOCC1	-5	-6	-1
CC(=O)C1=NN(c2ccccc2)C2(N3CCOCC3)CCCC12 (configuration not stated)	-10	x	0
CC1CN(C(C(=O)NC2CCN(C3CC3)C2)C(C)C)CC(C)O1 (configuration not stated)	-9	x	6
CNc1cc(C(=O)N2CCCC2c2nc(-c3ccccc3)no2)ccn1 (configuration not stated)	-1	-10	1
C1CCCCCC(NCCN2CCNCC2)CCCCC1	-9	x	-1
COc1ccc(-c2ccc(=O)n(CCNC(=O)Nc3ccccc3F)n2)cc1OC	1	-2	-7
CC(=O)Oc1c(-c2ccc(NC(=O)c3ccccc3Cl)cc2)c(-c2cccc(C)c2)nn1-c1cccc(C)c1	-2	-3	-1
CN1C(=O)C(=Cc2cc(Br)c3c(c2)OCO3)C(=O)N(C)C1=O	-8	x	8
OCCn1c(CN2CCc3sccc3C2c2cccs2)nc2ccc(Cl)cc21 (configuration not stated)	-2	x	6

No new results follow: three of the compounds above.
SMILES	hcGAS lum	mcGAS lum	NPYLR7 ag
O=C(Nc1ccc(C(F)(F)F)cc1)c1nc(N2CCCC2)ncc1Cl	0	0	0
O=C(Cn1nc2c(c1NC(=O)c1cccc3ccccc13)CSC2)NCC1CCCO1 (configuration not stated)	0	-2	1
Cc1nnc(SCC(=O)Nc2sc3c(c2C(N)=O)CCC3)s1	-12	x	5

Molecules listed so far with an aryl methoxy group (two):
SMILES	hcGAS lum	mcGAS lum	NPYLR7 ag
COc1cccc(CN2CCCC3(CCN(C(=O)c4n[nH]c5c4CCC5)C3)C2)c1 (configuration not stated)	3	x	5
COc1ccc(-c2ccc(=O)n(CCNC(=O)Nc3ccccc3F)n2)cc1OC	1	-2	-7

More records.
SMILES	hcGAS lum	mcGAS lum	NPYLR7 ag
Cc1ccc(C)c(C(C)CNC(=O)C2CCN(S(=O)(=O)/C=C/c3ccccc3)CC2)c1 (configuration not stated)	-5	x	9
COc1cccc(Cc2c(C)nc(C)nc2N2CCN(S(=O)(=O)c3ccc(Cl)cc3)CC2)c1	6	0	8
CC(c1ccc(S(N)(=O)=O)cc1)N(C)C(=O)c1ccc2ccccc2n1 (configuration not stated)	-6	x	-2
CCn1cc(S(=O)(=O)n2nc(C)c(Br)c2C)cn1	-9	x	17
NC(=O)N1CCCC(C(=O)O)C1 (configuration not stated)	-5	x	6
O=C(Cc1ccc(F)cc1)Nc1ccc2c(c1)CCC(=O)N2	5	x	6
COc1ccc(Cn2ccnc2CN(Cc2cccnc2)C(=O)c2cccc(OC)c2)cc1	-1	-5	3
CCC(C)NC(=O)c1cn2c(n1)CCC(c1cc(C)c(OC)c(C)c1)C2 (configuration not stated)	-16	x	-2
CCc1nnsc1C(=O)OC(C)C(=O)Nc1cc(C)ccc1OC (configuration not stated)	-18	x	-4
N#Cc1ccc(SCC(=O)NCC2(Sc3ccccc3)CC2)cc1	-9	x	9
CN1CC(=O)N2C[C@@H](NC(=O)c3ccc[nH]3)C[C@H]2C1=O	0	x	4
O=C1CC2(CCCC2)C(=O)N1CN1CCN(S(=O)(=O)c2cc(F)ccc2F)CC1	-3	x	7
CC(C)c1cc(C(=O)N2CCc3c(nc(N(C)C)[nH]c3=O)C2)no1	-5	-8	-2
Cc1nc(-c2ccncc2)nc(Nc2cn[nH]c2)c1C	4	x	0
COc1cc(OC)c(C2=CCN(C(=O)C(C)C)CC2)c(OC)c1	-4	x	15
CC(C)CC(NS(=O)(=O)c1cc(C(N)=O)n(C)c1)c1cccs1 (configuration not stated)	-3	-9	2
COc1ccc(OC)c(NC(=O)CSc2nc(=O)n(CCN(C)C)c3c2CCC3)c1	1	-8	-1
O=C(CN1CCN(Cc2csc3ccccc23)CC1)Nc1ccccc1F	5	-1	-1
COc1ccc(NC(=O)C(C2CCCC2)N2CCN(C(=O)c3ccc(C)c([N+](=O)[O-])c3)CC2)cc1 (configuration not stated)	0	-2	-2
COCCn1ccc2c(OCC(=O)c3ccccc3)cccc2c1=O	-8	-8	-2

Part of the list above in order of molar mass, high to low.
SMILES	hcGAS lum	mcGAS lum	NPYLR7 ag
Cc1ccc(C)c(C(C)CNC(=O)C2CCN(S(=O)(=O)/C=C/c3ccccc3)CC2)c1 (configuration not stated)	-5	x	9
COc1ccc(-c2ccc(=O)n(CCNC(=O)Nc3ccccc3F)n2)cc1OC	1	-2	-7
CC(NC(C)c1ccc(Cl)cc1Cl)C(=O)Nc1ccnn1C(C)C (configuration not stated)	-6	x	8
CN1C(=O)C(=Cc2cc(Br)c3c(c2)OCO3)C(=O)N(C)C1=O	-8	x	8
Cc1cccc(C=C2SC(=S)N(C)C2=O)c1	-9	-5	14
NC(=O)N1CCCC(C(=O)O)C1 (configuration not stated)	-5	x	6

Additional compounds follow:
SMILES	hcGAS lum	mcGAS lum	NPYLR7 ag
CNc1ccc(C(=O)N2CCN(S(=O)(=O)c3ccc4c(c3)CCCC4)CC2)cc1[N+](=O)[O-]	-1	-2	-1
COc1cccc(C(=O)OCc2nc(-c3cccs3)no2)c1O	-16	x	22
CCc1cc(N2CCC3(CC2)CNC(=O)O3)nc(N2CCOCC2)n1	-2	x	8
O=C(NC1CCN(C(=O)c2cc(-c3cccc(Cl)c3)n[nH]2)CC1)C1CCCCC1	2	x	-10
O=S(=O)(c1cccs1)N1CCN(c2nc(C(F)(F)F)nc3ccccc23)CC1	-6	x	7
COc1ccc2nc(C)cc(C(=O)NCC(O)c3ccsc3)c2c1 (configuration not stated)	-7	-13	2
O=C(CCN(CCc1ccccc1)c1nc(-c2ccc(F)cc2)nc2cc(Cl)ccc12)NC1CC1	0	-3	2
CCOC(=O)CCC(=O)N1CCCN(c2nc(Cc3ccccc3)nc3c2cnn3-c2ccccc2)CC1	-13	-9	x
CN(C)CC1(O)CCN(C(=O)CCCCc2ccccc2)C1 (configuration not stated)	1	x	7
CN(Cc1ccccc1)C(=O)CCC1CCN(C2CCSC2)CC1 (configuration not stated)	-6	-10	0
O=C(NC1C2COCC1CN(CC1CC1)C2)c1cncs1 (configuration not stated)	-5	x	5
C(=Nn1c(-c2ccccc2)csc1=NC1CCCCC1)c1ccccn1	-6	x	-7
CCc1cnc2c(c1SCC(=O)Nc1nc3ccccc3s1)c(=O)n(C)c(=O)n2C	-8	-7	7
Cc1cc(C)cc(-n2c(SCC(=O)NCc3ccc(F)cc3)nc3c(c2=O)SCC3)c1	0	-2	-5
CC(C)C(=O)N1CC(C(=O)NCc2ccccc2)C(c2cccc(C(F)(F)F)c2)C1 (configuration not stated)	0	x	-12
COCCCN(CC(=O)N1CCc2sccc2C1COc1cccc(OC)c1)C(=O)c1ccccc1OC (configuration not stated)	-4	-5	-4
COc1ccc(C(=O)N2CCC(O)(c3ccc(C)cn3)CC2)c(F)c1F	-5	x	1
CS(=O)(=O)Cc1ccc(F)cc1CNCC1CC2C=CC1C2 (configuration not stated)	4	x	-1
Cc1ccc(NC(=O)N2CCC3(CC2)SCCN3C(=O)c2ccc(F)cc2)c(C)c1	-3	-6	0
COc1ccc2nc(SCC(=O)Nc3ccc(S(N)(=O)=O)cc3)[nH]c2c1	-2	-6	-9
CCCN1CCC(C)(C(=O)Nc2ccc3scnc3c2)C1 (configuration not stated)	-7	x	1
COc1ccc(OC2CCN(C(C)=O)CC2)c(C(=O)NCC(C)c2ccccc2)c1 (configuration not stated)	-7	x	7
Cc1cccc2c(-c3ccc(Cl)c(C(N)=O)c3)c[nH]c12	3	-12	9
Cc1cccc(NC(=O)N(C)C(c2ccc(Cl)cc2)c2cccnc2)c1 (configuration not stated)	-7	-17	-6
CC(=O)Nc1ccc(Nc2ncnc3sc4c(c23)CCCC4)cc1	-7	x	9
CC1=C(C(=O)OCc2ccccc2)C(c2cccc(I)c2)NC(=O)N1 (configuration not stated)	1	1	-2
COCCCN(C(=O)Cc1ccsc1)c1c(N)n(Cc2ccccc2)c(=O)[nH]c1=O	-4	-8	-1
COc1cccc(C=C2N=C(c3ccc(OC(F)F)cc3)OC2=O)c1OC(F)F	-8	-5	1
Clc1ccccc1-n1ncc2c1ncn1nc(-c3ccco3)nc21	-6	-8	2
O=C(Nc1cccc(C(F)(F)F)c1)N(Cc1ccccc1)Cc1ccco1	-8	-6	10
CC(=O)N1CCC2(CC1)NCCc1[nH]cnc12	-1	x	-1
Cn1ccnc1Sc1ccc(S(=O)(=O)C(F)(F)F)cc1[N+](=O)[O-]	-5	x	21
CCOc1ccc(CC(=O)Nc2c3c(nn2C(C)(C)C)CSC3)cc1	-11	-9	-2
CSC(C)c1cccc(NC(=O)N(C)CCC(C)O)c1 (configuration not stated)	-5	x	5
CN1CCCCCC1C(=O)N1CCC(N2CCC(C(=O)N3CCOCC3)CC2)CC1 (configuration not stated)	-2&-10	x	2
CN(C)c1ccc(N2CC(=O)C(c3nc(-c4cccc(Cl)c4)cs3)C2=N)cc1 (configuration not stated)	148*	x	6
Cc1ccc(F)c(NC(=O)COc2ccccc2-c2ccccc2)c1	-4	-7	0
O=C(/C=C/c1ccc2c(c1)OCCO2)NS(=O)(=O)c1ccc(Cl)cc1F	-3	-12	6
Cn1c(SCC(=O)N2CCCc3ccccc32)nnc1-c1ccco1	-3	x	-1
CCN(C)S(=O)(=O)NCC1CCN(Cc2ccccc2C)CC1	-2	-8	10
CNC(=O)C(C)N(C)Cc1ccc(C(C)=O)cc1 (configuration not stated)	1	1	4
COc1ccccc1C1CNC(=O)c2nc(-c3n[nH]c4c3CCC4)[nH]c2C1 (configuration not stated)	-3	-14	21
O=S(=O)(Cc1ccccc1)c1nc2ccccc2[nH]1	-3	-3	2
O=C(c1ccccc1C(F)(F)F)N1CCN(C(c2ccccc2)c2ccc(Cl)cc2)CC1 (configuration not stated)	-8	-7	-3
c1ccc(CCc2nn3c(C4COc5ccccc5O4)nnc3s2)cc1 (configuration not stated)	-6	x	-12
CCN(CC)S(=O)(=O)c1ccc(C(=O)Nc2nnc(C)s2)cc1	-4	18	12
O=C(OCc1cc(=O)oc2ccc3ccccc3c12)c1cc2ccccc2o1	-11	x	14
O=S(=O)(c1ccc(SCc2cc(Cl)c3c(c2)OCCCO3)nc1)N1CCCC1	-9	x	0
NC(=O)c1c(NC(=O)c2cc(=O)[nH]c3ccccc23)sc2c1CCCC2	3	-3	2
CC(=O)Nc1cccc(-c2nc3ccccc3n2CCO)c1	-4	-11	6
Clc1ccc(CSc2ncccn2)c(Cl)c1	-4	-3	4
COc1ccccc1NC(=O)N(Cc1ccco1)Cc1nccn1Cc1ccccc1	-4	-4	10
CC(Sc1nnc(-c2ccc3c(c2)OCO3)o1)c1nnc(-c2ccc([N+](=O)[O-])cc2)o1 (configuration not stated)	-6	x	2
O=C(Cn1nc2c(c1NC(=O)C1CC1)CSC2)NCc1ccc(F)cc1	7	1	-6
CCn1nc(C)cc1C(=O)N1CCN(c2ncccc2C(=O)NCc2cccs2)CC1	-2	-4	-1
c1cc(CN2CCOCC2)cc(-c2ccc(Cn3ccnc3)cc2)c1	-5	x	0
Cc1ccc(CN(C)C(=O)CNC(=O)c2cc(Cl)ccn2)cc1	5	x	0
CCN1CCCC1CN(CC1CCN(CCOC)CC1)C(=O)/C=C/C(C)C (configuration not stated)	-8	x	14
CC(NC(=O)c1ccoc1)C(=O)NC1CCCC1(C)CO (configuration not stated)	3	x	-4
Cc1c(C(=O)N2C[C@H](O)C[C@H]2C(=O)OCc2ccccc2)ncn1Cc1ccc(Cl)cc1	-2	x	3

Next section (5 carried over from the part before).
SMILES	hcGAS lum	mcGAS lum	NPYLR7 ag
c1cc(CN2CCOCC2)cc(-c2ccc(Cn3ccnc3)cc2)c1	-5	x	0
Cc1ccc(CN(C)C(=O)CNC(=O)c2cc(Cl)ccn2)cc1	5	x	0
CCN1CCCC1CN(CC1CCN(CCOC)CC1)C(=O)/C=C/C(C)C (configuration not stated)	-8	x	14
CC(NC(=O)c1ccoc1)C(=O)NC1CCCC1(C)CO (configuration not stated)	3	x	-4
Cc1c(C(=O)N2C[C@H](O)C[C@H]2C(=O)OCc2ccccc2)ncn1Cc1ccc(Cl)cc1	-2	x	3
CCOC(=O)CSc1nc2ccccc2[nH]1	-5	x	-5
CCn1nnc2c(N3CCN(C(=O)CCC4CCCCC4)CC3)ncnc21	-7	x	1
CCc1ccc(C2C(C#N)=C(C)NC3=C2C(=O)CC(C)(C)C3)cc1 (configuration not stated)	-9	-4	6
N#Cc1ccccc1CSc1nc2cc(S(=O)(=O)N3CCOCC3)ccc2n1CC1CCCO1 (configuration not stated)	-3	-7	x
C[n+]1oc(/C=C/c2ccccc2)cc1/C=C/c1ccccc1	1	1	2
Cc1cc(O)c(C(=O)C=Cc2ccc(C(C)C)cc2)c(=O)o1	-7	x	3
CCOc1ccc(/C=C2/SC(=S)N(CC(=O)O)C2=O)cc1OCC	-4	0	1
